# Screening data: PubChem, The Scripps Research Institute Molecular Screening Center
# TAAR1 antagonist: human TAAR1 antagonists, primary screen, Fluo-8 calcium fluorescence, CHO RD-HGA16 cells. antagonist. Trace amine-associated receptor 1 (Homo sapiens), Q96RJ0. inhibition, % at 3 µM. 360,000 tested, 1.5% active. AID 624466, 2012;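 active = inhibition above a per-plate cutoff, the mean inhibition of test compounds on that plate plus 3 SD, cut at about 49% in these data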;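 note: 0% = DMSO plus EC80 beta-PEA response and 100% = DMSO alone without agonist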
# Target sequence (Q96RJ0 whole entry, looked up): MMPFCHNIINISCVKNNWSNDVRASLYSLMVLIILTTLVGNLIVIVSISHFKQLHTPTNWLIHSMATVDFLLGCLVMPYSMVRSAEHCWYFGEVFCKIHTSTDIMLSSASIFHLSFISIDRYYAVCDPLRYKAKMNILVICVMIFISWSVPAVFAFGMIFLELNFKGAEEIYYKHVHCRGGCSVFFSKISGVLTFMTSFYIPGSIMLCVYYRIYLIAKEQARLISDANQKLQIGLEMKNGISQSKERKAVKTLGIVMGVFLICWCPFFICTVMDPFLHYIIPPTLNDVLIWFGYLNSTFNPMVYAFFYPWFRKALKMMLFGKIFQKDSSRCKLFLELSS
#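 Test system: hTAAR1-expressing CHO RD-HGA16 cells, Gα16-coupled; Probe or stimulus: EC80 β-phenethylamine stimulus; Compound dosing: single nominal final test compound concentration of 3 µM; Timing: 140 s kinetic read after compound, 140 s after agonist; Signal: Fluo-8 calcium-sensitive fluorescence; Measure: % inhibition of agonist calcium response; Controls: DMSO and EC80 PEA controls.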
# OXTR ag: human OXTR agonists, primary screen, fluorescence, CHO-OTR cells, Fluo-8 calcium. Oxytocin receptor (Homo sapiens), P30559. Fluo-8 calcium fluorescence; normalized: DMSO 0%, oxytocin 100%. activation, % at 3 µM. 320,000 tested, 0.32% active. AID 2435, 2010;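 active = activation above the mean of all tested compounds plus 3 SD, cutoff set per screening run, cut at about 20% in these data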;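 note: peak over basal fluorescence ratio from a 100 s FLIPR kinetic read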
# Target sequence (P30559 whole entry, looked up): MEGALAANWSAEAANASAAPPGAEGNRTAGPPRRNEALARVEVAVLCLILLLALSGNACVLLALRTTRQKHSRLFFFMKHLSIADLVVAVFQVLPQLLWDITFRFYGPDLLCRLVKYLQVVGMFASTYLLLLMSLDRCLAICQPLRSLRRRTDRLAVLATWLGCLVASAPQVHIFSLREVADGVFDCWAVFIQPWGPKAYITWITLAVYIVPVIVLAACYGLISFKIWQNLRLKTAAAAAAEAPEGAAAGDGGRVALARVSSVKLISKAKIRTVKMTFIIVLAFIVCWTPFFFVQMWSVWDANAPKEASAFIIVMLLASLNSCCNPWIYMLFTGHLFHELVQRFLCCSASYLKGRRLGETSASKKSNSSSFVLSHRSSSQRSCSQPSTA
# CHRM1 PAM: human M1 muscarinic receptor positive allosteric modulators, primary screen, CHO-K1 cells, Fluo-8 calcium fluorescence, 1536-well. CHO-K1 hM1, ACh EC20; 0% = ACh EC20, 100% = maximal ACh. activation, % at 3 µM. 360,000 tested, 0.088% active; in the data active = activation above about 19%, passing the limit was not always enough
# CHO parental Ca: ATP-evoked calcium signal inhibitors, parental CHO, primary screen, counter-screen for OX1R antagonist project, cell-based, fluorescence, Fluo-8 calcium dye. parental CHO-K1, ATP-induced calcium, Fluo-8 fluorescence. inhibition, % at 5.6 µM. 330,000 tested, 0.63% active. AID 463079, 2010;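 active = inhibition above that plate's mean sample inhibition plus 3 SD, cut at about 26% in these data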;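 note: 0% = ATP-challenged DMSO wells and 100% = DMSO wells without ATP; some compounds past the cut are filed as inactive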
#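 Measured by: calcium-sensitive Fluo-8 fluorescence / Test system: CHO parental line / Controls: ATP-challenged DMSO wells low, unchallenged DMSO wells high / Measure: % inhibition / Compound: single nominal dose of 5.6 µM per compound / Replicates: single well per compound, no replicates / Reagent: ATP as calcium-mobilizing challenge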
# TAAR1 ag: human TAAR1 agonists, primary screen, Fluo-8 calcium fluorescence, CHO RD-HGA16 cells; Trace amine-associated receptor 1 (Homo sapiens), Q96RJ0; vehicle wells 0%, saturating PEA agonist 100%; activation, % at 3 µM; 360,000 tested, 0.99% active; AID 624467, 2012;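 active = activation above the mean activation of all test compounds in the run plus 3 SD, cut at about 38% in these data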
#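 Repeats: no replicates (n 1) | Material: CHO-derived RD-HGA16 cells with stable Gα16 and human TAAR1 | Technique: Kinetic Fluo-8 calcium fluorescence | Schedule: 17-24 h seeding, 75 min 37 °C dye, 30 min RT | Evaluation: % activation from peak over basal fluorescence ratio, DMSO-to-PEA scaled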
# V1aR counter: agonists of human V1a receptor, primary screen, counter-screen for OXTR agonist project, fluorescence, CHO-V1R cells; Fluo-8 calcium fluorescence, agonist mode; 0% DMSO, 100% 3 nM vasopressin; 320,000 tested, 0.25% active; Vasopressin V1a receptor (Homo sapiens), P37288; activation, % at 3 µM;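 active = activation above the mean activation of all tested compounds plus 3 SD, per screening run, cut at about 20% in these data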;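 note: signal is peak over basal fluorescence ratio across a 100 second FLIPR read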
# M1 antag: human M1 muscarinic receptor antagonists, primary screen, CHO-K1 cells, Fluo-8 calcium fluorescence, 1536-well | CHO-K1 hM1, ACh EC80 antagonist | 360,000 tested, 1.3% active | inhibition, % at 3 µM | Muscarinic acetylcholine receptor M1 (Homo sapiens), P11229 | AID 588852, 2011;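 active = percent inhibition above its own plate's cutoff, namely the mean of that plate's compound wells plus 3 SD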;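 note: peak over basal fluorescence ratio during 140 s after agonist addition; 0% = ACh EC80 plus DMSO and 100% = DMSO alone without agonist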
# M1 ag: human M1 muscarinic receptor agonists, primary screen, Fluo-8 calcium fluorescence, CHO-K1 cells, HTS; Muscarinic acetylcholine receptor M1 (Homo sapiens), P11229; CHO-K1 hM1, agonist mode; 0% DMSO, 100% acetylcholine EC100; activation, % at 3 µM; 360,000 tested, 0.33% active; AID 588814, 2011;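 active = activation above the run's mean compound activation plus 3 SD, cut at about 16% in these data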;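 note: peak over basal fluorescence ratio within a 140 s kinetic read after compound addition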
# OXTR potentiate: human OXTR potentiators, primary screen, fluorescence, CHO-OTR cells, Fluo-8 calcium; Oxytocin receptor (Homo sapiens), P30559; Fluo-8 calcium fluorescence, potentiator mode; 0% = oxytocin EC15, 100% = EC100; activation, % at 3 µM; 320,000 tested, 0.061% active; AID 2445, 2010;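 active = activation above that plate's cutoff, the mean activation of tested compounds plus 3 SD, cut at about 6.6% in these data, passing the limit was not always enough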;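 note: 100% uses oxytocin at 75 nM as the full agonist control; some results filed as inactive read as strong as hits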
#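 Replication – single well per compound, singlicate · Assay system – CHO cell line stably expressing human OTR · Timing – 6 min pre-incubation, 100 s read · Measure – normalized max/min fluorescence ratio, % activation · Doses – 3.0 µM, one dose · Detection – Fluo-8 calcium dye fluorescence · Probe or stimulus – oxytocin near EC15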
# Numbers without * were called inactive; x = not tested or not shown.
SMILES,TAAR1 antagonist,OXTR ag,CHRM1 PAM,CHO parental Ca,TAAR1 ag,V1aR counter,M1 antag,M1 ag,OXTR potentiate
O=C(COC(=O)CCN1C(=O)c2cccc([N+](=O)[O-])c2C1=O)NCc1ccccc1,-2,-1.8,8,-19,1,-0.2,-16,-4,-12
O=C(Nc1ccc2c(c1)OCO2)Nc1cnccn1,-5,-0.1,3,-10,2,-0.3,-3,-4,-6
COc1cccc(CNC(=O)C2CCN(S(=O)(=O)c3ccc4c(c3)CC(C)N4C(C)=O)CC2)c1 (configuration not stated),-14,1.2,2,-25,-1,3.2,-5,-4,-6
Cn1cc(SCC(=O)N2CCOCC2)c2ccccc21,-8,-0.1,2,-9,0,-0.3,-5,-3,-4
CC(C)c1nc(SCC(=O)Nc2cccc(S(N)(=O)=O)c2)n[nH]1,9,-0.3,8,7,10,0.8,-14,-3,-8
CCc1onc(C)c1C(=O)Nc1ccc2c(c1)OCO2,0,0.4,9,7,7,-0.6,-6,-4,-7
CC(=O)C1=C(O)C(=O)N(c2ccccn2)C1c1ccc(Cl)cc1 (configuration not stated),-2,1.0,6,-6,0,0.1,-15,-8,0
Cc1ccc(CNS(=O)(=O)c2cn(C)c(=O)n(C)c2=O)cc1,-20,-0.6,1,-8,1,-0.1,-2,-2,-3
CCOC(=O)N1CCC(N2CC34C=CC(O3)C(C(=O)Nc3ccc(C(C)C)cc3)C4C2=O)CC1 (configuration not stated),-15,-1.7,10,-22,-1,0.3,-18,-5,1
COc1ccc(O)c(C(c2c(C)[nH][nH]c2=O)c2c(C)[nH][nH]c2=O)c1,11,0.3,6,3,2,5.8,-1,-5,-1
N#C/C(=C/c1ccc(N2CCCC2)c([N+](=O)[O-])c1)c1nc2ccccc2[nH]1,-2,1.3,2,-12,23,1.1,-13,-4,-1
O=C1Nc2ccccc2O/C1=C\c1c(F)cccc1Cl,-38,2.4,12,-15,4,0.4,-16,-2,-10
COc1ccc(Cl)cc1NC(=O)CN(C)C(=O)COc1ccccc1F,4,0.5,7,-31,4,1.2,-5,-7,-3
CSCCC(C(=O)Nc1c(C)cccc1C)N1CCN(c2ccc(F)cc2)CC1 (configuration not stated),-5,x,-4,x,0,x,-6,-6,x
COc1ccc(N(C(=O)c2snc(C(N)=O)c2N)C(C(=O)NCc2ccccc2)c2ccc(F)cc2)c(OC)c1 (configuration not stated),-4,-0.2,2,-9,0,0.6,-13,-10,-20
O=C(c1noc2c1CCCC2)N1CCCC(N2CCN(c3ccccc3F)CC2)C1 (configuration not stated),x,-0.6,-3,-29,x,0.1,1,-5,-5
CCC(=O)Nc1cccc(-n2nnnc2SCC(=O)NCc2ccco2)c1,4,0.9,9,-16,2,0.8,-13,2,-6
O=S(=O)([N-]c1nc2ccccc2nc1-[n+]1ccc(-c2ccncc2)cc1)c1ccccc1,-4,5.4,10,3,0,4.2,-2,-5,-3
CCc1cccc(CC)c1NC(=O)COC(=O)Cc1ccsc1,-14,-0.8,-4,-9,2,0.0,10,-6,-13
O=C(CN1CCN(S(=O)(=O)c2ccc(F)cc2)CC1)NCC1(N2CCOCC2)CCCCC1,-6,-0.7,-11,-19,-2,-0.5,19,-6,2
O=C(COc1cc(Cl)ccc1Cl)Nc1ccc2c(c1)CCC2,-22,-1.9,4,-13,0,1.4,-10,-5,-11
CC(NC(=O)C(=O)NCCc1c[nH]c2ccccc12)c1ccccc1 (configuration not stated),-3,-1.5,3,-12,2,2.7,5,-5,-8
O=C1c2ccccc2C(=O)C1Cc1cccc2ccccc12,-14,-0.3,4,-4,0,-0.3,-10,-5,-7
COc1ccc(/C=N/NC(=O)c2nnn(-c3nonc3N)c2C)cc1OC,4,x,-4,x,1,x,7,-3,x
CCOc1cccc(CNc2ccc(O)cc2)c1OCc1ccccc1Cl,39,-2.7,6,-19,16,-1.6,-5,-4,0

# The list goes on, starting with the last two of the part before.
SMILES,TAAR1 antagonist,OXTR ag,CHRM1 PAM,CHO parental Ca,TAAR1 ag,V1aR counter,M1 antag,M1 ag,OXTR potentiate
COc1ccc(/C=N/NC(=O)c2nnn(-c3nonc3N)c2C)cc1OC,4,x,-4,x,1,x,7,-3,x
CCOc1cccc(CNc2ccc(O)cc2)c1OCc1ccccc1Cl,39,-2.7,6,-19,16,-1.6,-5,-4,0
COc1cc(C(=O)NCCNc2nc3cc(C)ccc3cc2C#N)cc(OC)c1OC,0,-2.9,7,-17,4,-1.2,-13,-5,-5
O=C(CSc1n[nH]c(=O)[nH]c1=O)NC1CC1,1,0.5,7,-1,-2,-0.2,-7,-1,-14
N/C(=N\OC(=O)c1ccc(Cl)cc1)c1[nH]ncc1Br,-9,-1.9,2,-1,-1,-0.6,3,-3,-5
CCN(C(=O)CCS(=O)(=O)c1ccc(Br)cc1)c1ccc2c(c1)OCO2,-9,-1.1,0,-18,11,-0.1,-21,-1,-16
CC(C)C1Cc2c(sc3c2c(=O)n(-c2ccccc2)c2n[nH]c(=S)n32)CO1 (configuration not stated),-33,0.8,2,-5,0,0.3,0,-3,2
Cn1nc(C(F)(F)F)cc1-c1ccc(/C=C(\C#N)C(=O)c2cccc(C(F)(F)F)c2)s1,-25,0.3,10,9,0,-0.2,-15,-2,2
Cc1[nH]c2ccc(C(=O)NC3CCCC3)cc2c1C,11,-1.2,13,-12,-1,0.0,8,5,0
CCC(=O)NC(c1ccco1)c1cc(Br)c2cccnc2c1O (configuration not stated),-2,x,1,x,5,x,-3,-9,x
CC(CCc1ccccc1)NC(=O)COC(=O)c1ccccc1Br (configuration not stated),-10,-2.1,-6,-19,1,0.4,2,-5,-13
COc1ccc2cc(C(c3nnnn3C3CCCC3)N3CCCCCC3)c3nnnn3c2c1 (configuration not stated),10,-0.4,-7,6,7,0.2,12,-4,-1
CC(=O)Nc1ccc(C(=O)COC(=O)c2cccs2)c(F)c1,-9,2.4,3,-8,3,2.0,-10,1,-4
Cc1ccc(NC(=O)CN(C)C(=O)c2cc(-c3ccco3)nc3ccccc23)cc1,1,-1.6,15,-27,11,-0.8,-13,-3,-15
CCCOC(=O)c1ccc(NC(=O)C(CC)CC)cc1,1,-1.6,0,-13,0,-1.1,1,-7,-5
COc1cc([N+](=O)[O-])ccc1N1C(=O)CC(Sc2nccc(C)n2)C1=O (configuration not stated),-18,0.0,-2,-6,4,-0.8,-7,-1,0
O=C(COC(=O)CCc1nc2ccccc2n1-c1ccccc1)Nc1cccc(Cl)c1,17,2.3,-2,-15,-1,9.2,1,-7,-8
COc1ccc(C)cc1NC(=O)C1CCCN(S(=O)(=O)c2cnc[nH]2)C1 (configuration not stated),-14,0.6,15,-5,-1,-0.1,-18,-2,1
CCOC(=O)c1ccc(NC(=S)NCc2ccco2)cc1,8,6.0,4,15,5,10,-7,4,-14
Cc1oc(-c2ccc(F)cc2)cc1-c1nn2c(-c3ccoc3C)nnc2s1,-5,0.5,1,-11,1,0.4,7,-3,-13
CN1CCN(NC(=O)CN2C(=O)S/C(=C\c3c(Cl)cccc3Cl)C2=O)CC1,1,0.8,11,-16,3,-0.5,-5,-13,-9
Cc1cccn2c(=O)c3cc(C(=O)NC4CCCCCC4)sc3nc12,-9,-0.3,10,-10,-1,-0.3,-10,0,-9
CC1(C)CC2(CCO1)C(Nc1ccccc1)=NC(=S)N2CC(N)=O (configuration not stated),-10,2.0,13,-18,0,4.5,-24,-4,2
CCn1cc(CCC(=O)NC2CCCC2)c2ccccc21,18,-1.8,7,-12,-3,0.0,-9,-3,-3
CCn1cc(Cl)c(C(=O)Nc2ccccc2C(N)=O)n1,11,-0.2,-2,1,-1,-0.1,9,-3,-25
Cc1nnc2c(SC(C)C)nc3ccccc3n12,-12,-1.2,9,-12,0,-0.9,-17,-3,-9
COc1ccccc1C(=O)N/N=C(\C)CC(=O)Nc1ccc(Cl)cn1,-15,-2.1,3,-19,1,-0.6,1,-5,0
# Remaining list, next part.
SMILES,TAAR1 antagonist,OXTR ag,CHRM1 PAM,CHO parental Ca,TAAR1 ag,V1aR counter,M1 antag,M1 ag,OXTR potentiate
O=C(OCn1ncc(Cl)c(Cl)c1=O)c1ccccc1Cl,12,-2.0,16,17,18,-2.0,-5,-1,17*
CC1CCCC(C)N1c1nnc(NC(=O)c2cc(-c3ccc(Br)cc3)on2)s1 (configuration not stated),-25,0.8,-6,-2,2,0.5,8,-5,-4
Cc1cc(Nc2ccc(Cl)cc2)nc(-c2ccccc2O)n1,-5,x,-1,x,4,x,-2,-4,x
COc1cccc(OCc2cc(C(=O)N(C)Cc3nc(C)cs3)no2)c1,-13,0.5,0,-15,5,2.5,-1,0,-2
COC(=O)C1CCN(S(=O)(=O)Cc2ccccc2)CC1,-10,-0.1,4,14,10,-0.6,-2,0,-9
CCn1cc([N+](=O)[O-])c(C(=O)N2N=C(c3ccc(OC)cc3OC)CC2c2ccccc2O)n1 (configuration not stated),3,1.8,1,-19,4,2.3,-1,-3,-13
O=C1C=C(c2ccccc2Oc2ccccc2)C[C@@H](c2ccc(F)cc2)C1,33,x,-5,x,2,x,6,-3,x
O=C(Nc1cccc(Cl)c1)c1csc(-c2ccccc2)n1,-10,-0.1,-1,-14,2,-0.1,3,-5,-6
CC(CO)(CO)NC(=O)c1ccc(=O)[nH]n1,-18,46*,5,-5,1,-0.1,-4,-1,-12
COc1ccc(OC)c(Cc2nnc(CCC(=O)NC3CCCCCCC3)o2)c1,-14,-0.4,-11,-9,5,0.0,13,-7,-3
CCCOc1ccc(C(=O)CCC(=O)OC(C)C(=O)Nc2ccc(NC(C)=O)cc2)cc1 (configuration not stated),-13,0.4,-1,-4,6,3.5,2,-1,-5
CCOc1ccc(/C(O)=C2/C(=O)C(=O)N(CCCN3CCOCC3)C2c2ccc(C)cc2)cc1C (configuration not stated),5,x,5,x,-1,x,-11,-4,x
